Screening data (PubChem)
Pin1 inhibitor – inhibitors of human Pin1. Pin1 FP peptide displacement, HiFluor488, 10 min. Q13526. hit rate 0.009% among 390,000. Potency, µM (titrated, usually from 115 µM), for inactives: at the top dose activity, negative = inhibition, most hits filed as inhibitors. AID 504891; active = well fitted inhibition curve with a large enough effect in the polarisation, with a control signal flat, not every such curve was filed as active; inconclusive = small, poorly fitted or top-dose-only effect, or effect the other way, or a change in a side signal; inactive = no such curve, though single readings can be large or run the other way; the % refers to the polarisation; note: potency is the fitted concentration of half-maximal effect; % is set by controls: 0 for no effect and ±100 for the full control effect
Target sequence (Q13526 whole entry, looked up): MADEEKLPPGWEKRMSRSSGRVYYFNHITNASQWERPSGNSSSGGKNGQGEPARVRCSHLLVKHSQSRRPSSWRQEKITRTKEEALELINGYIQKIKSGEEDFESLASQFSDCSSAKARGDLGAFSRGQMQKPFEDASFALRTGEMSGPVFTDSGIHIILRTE
HP1b chromo inh – HP1-beta chromodomain-methylated histone interaction inhibition; AlphaScreen HP1-beta / biotin-H3K9me3 peptide binding; Potency, µM (highest dose often 114 µM), for the others: top-dose activity change, negative = inhibition, usual class: inhibitors; hit rate 0.56% among 390,000; AID 540317; note: potency is the fitted concentration of half-maximal effect; nearly all actives have a fitted effect of over 70% in size; inactives centre near 23
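AlphaScreen: HP1-beta (50 nM) preformed 30 min with biotin-H3(1-18)K9me3 peptide (50 nM) in PBS pH 7.4, 0.01% Tween-20. Compound added for 30 min at RT, then streptavidin donor/nickel chelate acceptor beads (10 ug/mL) for 30 min.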
POLH inh – DNA polymerase eta (human) inhibition; Q9Y253; recombinant Pol eta, fluorescent DNA replication assay; Potency, µM (top dose mostly 114 µM), inactives show top-dose activity change, negative = inhibition, most hits filed as inhibitors; hit rate 1.2% among 390,000; note: potency is the fitted concentration of half-maximal effect; % is set by controls: 0 for no effect and ±100 for the full control effect
Target sequence (Q9Y253 whole entry, looked up): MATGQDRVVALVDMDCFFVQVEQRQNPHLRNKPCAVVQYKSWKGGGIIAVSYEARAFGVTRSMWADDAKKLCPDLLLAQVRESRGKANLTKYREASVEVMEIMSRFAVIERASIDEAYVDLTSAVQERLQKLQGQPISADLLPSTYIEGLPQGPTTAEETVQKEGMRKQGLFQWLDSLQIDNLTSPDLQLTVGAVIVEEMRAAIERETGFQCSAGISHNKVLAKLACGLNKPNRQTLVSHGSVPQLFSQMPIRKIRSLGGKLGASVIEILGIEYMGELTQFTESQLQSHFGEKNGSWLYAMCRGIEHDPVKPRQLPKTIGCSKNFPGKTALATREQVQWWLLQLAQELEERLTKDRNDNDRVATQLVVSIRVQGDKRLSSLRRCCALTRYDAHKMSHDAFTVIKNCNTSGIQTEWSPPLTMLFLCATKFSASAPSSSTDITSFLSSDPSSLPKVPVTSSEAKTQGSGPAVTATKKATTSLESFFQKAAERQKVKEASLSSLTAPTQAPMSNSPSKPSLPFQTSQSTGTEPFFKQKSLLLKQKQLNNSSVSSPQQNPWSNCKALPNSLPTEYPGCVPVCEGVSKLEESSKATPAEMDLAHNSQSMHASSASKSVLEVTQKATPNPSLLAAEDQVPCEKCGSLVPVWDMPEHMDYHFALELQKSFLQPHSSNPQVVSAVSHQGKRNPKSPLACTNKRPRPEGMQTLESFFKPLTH
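Fluorescent replication assay: 50 nM final substrate added after a 15 min room-temperature compound preincubation with 10 nM enzyme. Signal taken at 0 min and again at 10 min.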
G9a block – inhibitors of human histone lysine methyltransferase G9a; Q96KQ7; G9a H3K9 monomethylation, AlphaScreen, 2 h; Potency, µM (doses to about 102 µM), without a hit: at the highest dose activity, negative = inhibition, most hits filed as inhibitors; hit rate 8.8% among 350,000; AID 504332; note: potency is the fitted concentration of half-maximal effect; % is set by controls: 0 for no effect and ±100 for the full control effect; nearly all actives have a fitted effect of over 75% in size
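Chemiluminescent proximity detection of H3K9 monomethylation, read after 10 min bead incubation in the dark. Reaction: 20 nM G9a, 500 nM biotin-H3K9 peptide, 20 uM SAM cofactor, 2 h, room temperature, following 15 min enzyme-compound preincubation.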
GLS inh – inhibitors of human glutaminase (GLS) | O94925 | GLS enzymatic activity, qHTS titration | Potency, µM (top dose mostly 45.5 µM), for the others: top-dose activity change, negative = inhibition, hits mostly inhibitors | hit rate 0.21% among 410,000; note: potency is the fitted concentration of half-maximal effect; % is set by controls: 0 for no effect and ±100 for the full control effect
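Two-point fluorescence kinetic (t0, 30 min RT) for hKGA; glutamate detected via glutamate oxidase–HRP–Amplex Red. Substrate: 1 mM L-glutamine solution; buffer 45 mM KH2PO4, pH 8.2.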
PI4K2A block – inhibitors of human PI4K2A; Q9BTU6; AID 1346378; purified PI4K2A, ADP-Glo luminescence, 1 h; stronger effect = lower value; hit rate 0.13% among 420,000; activity change, negative = inhibition, % at 76.9 µM; in the data active = activity change below about -50%; inconclusive = mostly about -30% to -49%;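 note: -100% = wells without enzyme as full effect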
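ADP-Glo luminescence measured ADP generated by PI4K2A enzyme (4 ug/mL before mixing) with 1.2 mM PI substrate (pre-mix) and 300 microM ATP (pre-mix). Tris pH7.5 buffer with MgCl2, Triton X-100; 1 h reaction at ambient temperature.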
BAZ2B inh – BAZ2B (human) inhibition; Potency, µM (series often up to 114 µM), for the others: at the highest dose activity change, negative = inhibition, usual class: inhibitors; hit rate 4.4% among 360,000; Q9UIF8; AID 504333; AlphaScreen BAZ2B-H3K14Ac peptide displacement; note: potency is the fitted concentration of half-maximal effect; % is set by controls: 0 for no effect and ±100 for the full control effect; nearly all actives have a fitted effect of over 60% in size
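Protein-peptide AlphaScreen: BAZ2B 50 nM, b-H3K14Ac 50 nM, 1x PBS pH 7.4 + 0.01% Tween-20. Preincubation 30 min RT; cpd 30 min RT (top 110 uM); beads 20 min RT, light-protected.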
Tb PGK inh – T. brucei PGK inhibition; PGK/GAPDH coupled, Kinase-Glo luminescence, 60 min; Potency, µM (top dose mostly 57.5 µM), for the others: at the top dose activity change, negative = inhibition, usual class: inhibitors; hit rate 0.043% among 380,000; note: potency is the fitted concentration of half-maximal effect; % is set by controls: 0 for no effect and ±100 for the full control effect; nearly all actives have a fitted effect of over 60% in size
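Luminescent ATP detection (Kinase-Glo Plus) follows a 60-minute room-temperature incubation, with wells lacking PGK as controls. Buffer: 100 mM TEA (pH 7.6), 5 mM MgCl2, 0.01% Tween-20. Coupling enzyme GAPDH (100 nM final) supplies unstable 1,3-BPG in-well.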
JMJD2A Tudor – JMJD2A Tudor domain (human) inhibition; Potency, µM (top dose mostly 114 µM), for inactives: at the top dose activity change, negative = inhibition, hits mostly inhibitors; AlphaScreen JMJD2A-Tudor / H3K4me3 peptide binding; O75164; hit rate 4.4% among 390,000; note: potency is the fitted concentration of half-maximal effect; % is set by controls: 0 for no effect and ±100 for the full control effect; nearly all actives have a fitted effect of over 50% in size
* = called active by the depositor; i = inactive; u = inconclusive; x = not tested or not shown; [ ] = dose if it differs, or a comment. Unless noted, calls come from the whole dose curve; as a rule, active = well fitted curve in the direction sought with a large enough effect; inconclusive = small, poorly fitted or top-dose-only effect, or another doubt; inactive = no such curve, though single readings can be large; an effect the other way counts as inactive or inconclusive.

Screens in order: GLS inh	PI4K2A block	Pin1 inhibitor	JMJD2A Tudor	POLH inh	HP1b chromo inh	BAZ2B inh	G9a block	Tb PGK inh
Oc1ccccc1N1CCN(C(=S)Nc2ccc(SC(F)F)cc2)CC1
  u	-5	12%	0%	-14%	4%	-15%	-3%	-14%
Cc1cc(C)cc(NC(=O)Nc2cc(S(=O)(=O)N(C)C)ccc2C)c1
  0%	-5	21%	-23%	-13%	-4%	-9%	-10%	-6%
CCc1cc2c(cc3c(=O)n(CC(=O)N4CCCCC4)nc(CC)n32)s1
  -3%	1	-5%	-10%	-20%	23%	2%	3%[59 µM]	-1%
COc1ccccc1Nc1cc(C(=O)NCc2cccs2)c2ccccc2n1
  16%	3	18%	16%	-10%	48%[activator]	x	1%[59 µM]	-1%
Cc1ccc(-c2nnn(CC(=O)N(c3ccccc3)C(C(=O)NC3CCCC3)c3ccco3)n2)o1 (centres undefined)
  -5%	5	2%	4%	-6%	20%	u	-35%[12.7 µM]	-7%
Brc1ccc(-n2cc(-c3ccccc3)c3c(NN4CCOCC4)ncnc32)cc1
  37%[activator]	-4	-8%	-12%	-4%	-17%	5%	-15%	-9%
Cc1cc(C(=O)NC2CCN(Cc3ccccc3)CC2)n[nH]1
  2%	1	1%	16%	-17%	40%[activator]	-2%[57.1 µM]	24%	-4%
CN(Cc1cccc([N+](=O)[O-])c1)Cc1cccc2ccccc12
  9%	-6	2%	-34%	-7%	5%	-36%	x	-3%
CCOc1ccc(CCNC(=O)Cn2cccc2C(=O)c2ccccc2)cc1OCC
  4%	-3	-5%	0%	-3%	33%[activator]	0%	2%	4%
COc1ccc2oc(C(=O)NCCC(C)C)c(C)c2c1
  -4%	-1	-5%	8%	-8%	62%[activator]	25%	28%	-3%
CC(C)Nc1nc2c(c(=O)n(C)c(=O)n2C)n1C
  10%	-3	9%	-17%	2%	40%[activator]	-3%	-4%	1%
C=CCNCCOCCSc1ccc(Cl)cc1
  0%	1	2%	3.2µM*	-24%	u	u	7.9µM*	0%
Cc1ccccc1NC(=S)N(C)C1(c2ccccc2Cl)CCCCC1=O (centres undefined)
  -9%	-5	-2%	-18%	1%	3%	-1%	66%[activator][59 µM]	i
Cc1n[nH]c(=O)nc1N1CCN(c2ccccc2)CC1
  17%	-6	2%	-3%	-15%	12%	-2%	6%[12.7 µM]	-1%
CCOC(=O)c1ccc(NC(=O)c2ccc(CN3CCOCC3)cc2)cc1
  13%	-10	-13%	-14%	5%	1%	14%	-2%[59 µM]	-3%
O=C(CSc1cccc[n+]1[O-])NC(=O)c1ccc(OC(F)F)cc1
  1%	2	-3%	-12%	3%	6%	-9%	-48%	8%
Cc1ccc(-n2ncc(C(=O)NCc3ccccc3)c2C2CCN(C(=O)OC(C)(C)C)CC2)cc1
  -9%	-1	1%	-22%	-16%	12%	3%[57.1 µM]	u	i
Cn1nnnc1SCc1ccc(C(=O)Nc2ccc(Br)cc2)cc1
  2%	5	-8%	-11%	-12%	-4%	u	-8%[0.0925 µM]	4%
Cn1c(=O)[nH]c(=O)c2c1nc(Br)n2CC(O)c1ccccc1 (centres undefined)
  6%	-5	-1%	-6%	-5%	25%	21%	-3%	-10%
CCOc1ccc(-n2c(Cc3cc(=O)[nH]c(=O)[nH]3)nnc2SC(C)C)cc1
  -4%	-7	4%	-21%	-5%	21%	2%	-8%[59 µM]	-2%
CC(C)CC1C(C#N)=C(N)Oc2n[nH]c(-c3cccs3)c21 (centres undefined)
  7%	-8	1%	-19%	-14%	51%	-6%	-15%	-2%
O=C(O)CCCCCCCCCC[n+]1ccccc1
  -9%	0	-8%	1%[11.4 µM]	u	64%[activator]	1%	x	-5%
CC1(C)OC(=O)N(CCC(=O)Nc2cccc(F)c2)C1(C)O (centres undefined)
  -8%	-2	-3%	-5%	-1%	44%[activator]	15%	7%	-1%
N=C1C(c2ccccc2)=C(O)CN1NC(=O)c1ccccc1
  20%	1	1%	-16%	-2%	12%	-3%	-5%	4%
COc1cccc(CN(C)C(=O)CCC(=O)c2cc(Br)ccc2OC)c1
  3%	2	18%	14%	-23%	53%[activator]	x	x	6%
CN(C)CCC1c2ccc(Cl)cc2CCc2cccnc21 (centres undefined) (tested in a mixture with another compound)
  1%	-2	-14%	-12%	11%	-10%	-13%	13%	-2%
CN(CC(=O)Nc1cccc(F)c1)C(=O)c1cc([N+](=O)[O-])ccc1N1CCCCC1
  -7%	3	2%	-30%	u	-2%	u	u	0%
CSCCC(NC(=O)c1ccccc1C)C(=O)O (centres undefined)
  0%	0	5%	-7%	-21%	45%[activator]	x	7%	8%
CC(C)(C)c1ccc(-c2ccc3c(c2)S(=O)(=O)c2ccccc2C3=O)cc1
  -6%	-4	-2%	-21%	-9%	31%	x	x	-2%
CC1(C(=O)O)COC(c2ccc(Cl)cc2)OC1 (centres undefined)
  -4%	0	0%	7%	-19%	35%[activator]	-24%	2%	1%

The list continues.
Screens in order: GLS inh	PI4K2A block	Pin1 inhibitor	JMJD2A Tudor	POLH inh	HP1b chromo inh	BAZ2B inh	G9a block	Tb PGK inh
COCCn1c(SC(C)C(=O)NC2CCCCC2C)nc2ccccc2c1=O (centres undefined)
  -9%	-6	0%	-8%	-3%	25%	7%	3%[0.501 µM]	-6%
C=C(C)Cn1c(=O)c2c(nc3n2CCCN3Cc2ccccc2)n(C)c1=O
  16%	-19	-5%	-24%	2%	40%[activator]	-36%	u	1%
CCOC(=O)C1CCC(C(=O)OCC)N1c1ccc(C=O)cc1 (centres undefined)
  -1%	-2	x	x	-9%	x	x	x	2%
O=C(COC(=O)/C=C/c1cccs1)Nc1cccc(S(=O)(=O)N2CCOCC2)c1
  -2%	3	-3%	u	-11%	10%	-19%	5%	i
C/C(=C\c1ccccc1F)C(=O)c1c(C)cc(C)[nH]c1=O
  -3%	3	-7%	-10%	-6%	0%	-1%	2%[2.33 µM]	-8%
c1ccc(Nc2nc(N3CCCCC3)nc(N3CCCCC3)n2)cc1
  10%	1	1%	-17%[11.4 µM]	-19%	12%	6%	16%	-1%
O=C(N/N=C/c1cc2c(cc1[N+](=O)[O-])OCO2)c1ccc2c(c1)OCO2
  1%	-3	-10%	-12%	-10%	29%	6%	10%	-8%
Cc1ccc(N=C2NC(=O)/C(=C/c3cccnc3)S2)c(C)c1
  -22%	2	2%	-20%	6%	2%	-21%	x	-9%
CC(=O)Nc1sc(C)c(C)c1C(=O)OCC(=O)NCc1ccc(Cl)cc1
  -1%	-1	2%	-6%	-2%	43%[activator]	-2%	-8%[12.7 µM]	8%
O=S(=O)(Nc1ccc(N2CCOCC2)cc1)c1ccc(F)cc1
  13%	2	-7%	-17%	-10%	0%	-27%	u	14%
CC1=C(c2ccc(C)c(C)c2)S(=O)(=O)N=C1N1CCC(C(=O)NCc2ccc(Cl)cc2)CC1
  -2%	1	2%	4%	-13%	49%[activator]	5%	3%[59 µM]	-6%
Cc1noc(C)c1C(=O)OCC(=O)Nc1ccccc1Oc1ccccc1
  -1%	-4	2%	12%	-12%	42%[activator]	6%	-3%[12.7 µM]	-1%
Cc1cc(OC(C)C(=O)Nc2sc3c(c2C(N)=O)CCCC3)ccc1Cl (centres undefined)
  5%	-2	3%	-1%	-13%	32%	-11%	5%[59 µM]	0%
COc1cc(C(=O)N2CCN(Cc3ccc4c(c3)OCO4)CC2)c([N+](=O)[O-])cc1OC
  -1%	-3	0%	-15%	-4%	27%	1%	13%	-1%
CCOC(=O)CNC(=S)N(Cc1ccc(C)cc1)Cc1ccc(C)o1
  12%	2	11%	-11%	-13%	0%	-2%	25%[59 µM]	-4%
COc1ccc(-n2nc(C(=O)N3CCN(c4cccc(C)c4C)CC3)c3c4ccccc4n(C)c3c2=O)cc1
  -6%	-7	-9%	-8%	x	43%[activator]	x	6%[59 µM]	x
Cc1cccc(NC(=O)c2cc(NC(=O)C3CCCCC3C(=O)O)ccc2N2CCCCC2)c1 (centres undefined)
  21%	1	67%[activator]	-34%	-13%	2%	-1%	-21%[59 µM]	-7%
CCOc1ccc(/C=c2\sc3nc(-c4ccco4)nn3c2=O)cc1OCC
  -6%	90	u	u	14µM*	-1%	-4%	u	-13%
CCOC(=O)c1cccc(NC(=O)Cn2cnc3nc4c(cc3c2=O)CCCC4)c1
  3%	-2	0%	-2%	-5%	23%[57 µM]	0%	8%[59 µM]	9%
CCN(CC)S(=O)(=O)c1cc(NS(=O)(=O)c2c(Cl)cccc2Cl)ccc1C
  12%	2	4%	-14%	-11%	25%	-18%	u	9%
COc1cccc(-c2nnc(SCC(=O)Nc3ccc4c(c3)OCCO4)n2Cc2ccco2)c1
  1%	4	1%	-30%	-13%	-2%	u	u	-1%
Cc1cc(C)nc(SCC(=O)c2ccc(F)cc2)n1
  -10%	4	4%	2%	-12%	52%[activator]	10%	x	i

These rows are one share of the data; count on the stated rates, not on these rows.
